Hck Nef HTS – inhibitors of Nef-activated human Hck kinase, primary screen, biochemical, Z-Lyte FRET, 384-well, Hck-YEEI. Tyrosine-protein kinase HCK (Homo sapiens), P08631. Recombinant Hck-YEEI plus Nef, Z-Lyte FRET kinase assay. inhibition, % at 20 µM. hit rate 0.68% among 220,000. AID 463187, 2010;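 active means Hck-Nef kinase inhibition above about 50%, limit read from the data; inactive means inhibition below that limit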;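 further: 0% = DMSO with Hck plus Nef and 100% = Hck alone without Nef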
Target sequence (P08631 whole entry, looked up): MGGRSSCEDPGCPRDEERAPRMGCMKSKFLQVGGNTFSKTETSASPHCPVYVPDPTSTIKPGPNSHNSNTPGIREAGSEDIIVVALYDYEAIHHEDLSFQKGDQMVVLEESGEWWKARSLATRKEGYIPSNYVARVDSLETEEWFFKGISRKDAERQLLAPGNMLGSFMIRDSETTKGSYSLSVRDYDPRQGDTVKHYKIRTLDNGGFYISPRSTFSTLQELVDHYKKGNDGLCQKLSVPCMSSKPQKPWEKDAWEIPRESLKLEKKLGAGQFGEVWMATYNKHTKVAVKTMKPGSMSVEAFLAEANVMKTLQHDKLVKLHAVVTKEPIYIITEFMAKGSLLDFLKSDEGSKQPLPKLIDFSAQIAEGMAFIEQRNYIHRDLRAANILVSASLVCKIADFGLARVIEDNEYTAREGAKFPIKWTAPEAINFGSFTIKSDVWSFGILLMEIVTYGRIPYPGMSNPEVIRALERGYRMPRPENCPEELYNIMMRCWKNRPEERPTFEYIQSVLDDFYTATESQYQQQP
Wee1 degr inh – Wee1 degradation inhibitors, primary screen, cell-based, HeLa, Wee1K328M-luciferase, luminescence. Wee1-like protein kinase (Homo sapiens), P30291. HeLa Luc-Wee1K328M stability; 100% = proteasome inhibitor MG132 effect. hit rate 1.2% among 220,000. reporter increase, % at 5 µM;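 active means activation above the mean of all tested compounds plus 3 SD, set per screening run, cut at about 8.8% in these data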;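 further: cells exposed to compound for 20 h before luminescence read; 0% = DMSO alone and 100% = MG132 at 30 µM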
hK5 inh – human KLK5 protease inhibitors, primary screen, biochemical, 1536-well; recombinant hK5, fluorogenic AMC substrate cleavage; Kallikrein-5 (Homo sapiens), Q9Y337; hit rate 0.59% among 210,000; AID 873, 2007; inhibition, % at 5 µM;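 active means inhibition of 40% or more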;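 further: 0% = enzyme controls without compound and 100% = no-enzyme blanks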
Target sequence (Q9Y337 67-293 limits assumed): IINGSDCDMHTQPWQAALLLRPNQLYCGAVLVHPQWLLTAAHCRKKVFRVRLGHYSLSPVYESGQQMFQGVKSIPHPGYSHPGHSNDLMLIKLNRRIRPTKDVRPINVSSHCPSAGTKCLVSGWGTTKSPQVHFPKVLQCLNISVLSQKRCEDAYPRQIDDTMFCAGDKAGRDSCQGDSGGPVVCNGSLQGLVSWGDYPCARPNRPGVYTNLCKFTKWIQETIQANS
FXIIa inh 1536 – human FXIIa protease inhibitors, primary screen, biochemical, 1536-well. purified FXIIa, Boc-QGR-AMC fluorogenic substrate, 2 h. Coagulation factor XII (Homo sapiens), P00748. hit rate 0.3% among 220,000. inhibition, % at 5 µM; in the data active means inhibition above about 40%;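 further: 0% = enzyme with no compound and 100% = blank without enzyme; many of its hits are not listed in these tables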
14-3-3 Bad inh – inhibitors of 14-3-3 zeta/Bad binding, primary screen, biochemical, TR-FRET, bovine 14-3-3 zeta | 14-3-3 protein zeta/delta (Bos taurus), P63103 | TR-FRET 14-3-3zeta/Dy647-pBad peptide displacement, 1 h | inhibition, % at 21.7 µM | hit rate 0.71% among 220,000 | AID 781, 2007;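 active means inhibition above about 70%, limit read from the data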;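 further: 0% = full 14-3-3 plus peptide FRET controls and 100% = background without 14-3-3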
Target sequence (P63103 whole entry, looked up): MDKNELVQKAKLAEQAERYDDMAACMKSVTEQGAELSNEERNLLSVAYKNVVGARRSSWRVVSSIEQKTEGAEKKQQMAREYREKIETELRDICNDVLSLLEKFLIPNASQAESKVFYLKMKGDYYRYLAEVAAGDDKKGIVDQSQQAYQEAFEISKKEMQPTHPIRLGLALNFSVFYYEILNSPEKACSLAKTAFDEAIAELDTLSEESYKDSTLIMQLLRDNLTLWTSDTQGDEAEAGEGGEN
Runt-CBFb FRET – inhibitors of RUNX1 Runt–CBFb binding, primary screen, biochemical, FRET, Cerulean-Runt, Venus-CBFb, uHTS | Cerulean-Runt/Venus-CBFb FRET ratio 530/480, 1 h | AID 1496, 2009 | hit rate 0.46% among 220,000 | inhibition, % at 20 µM | Runt-related transcription factor 1 (Homo sapiens) + Core-binding factor subunit beta …;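 active means inhibition over about 50% at 20 µM in the single-dose screen, limit read from the data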;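 further: 0% = DMSO wells and 100% = excess unlabeled CBFb competitor control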
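Buffer or medium: Tris pH 7.5 buffer with BSA. Assay system: Cerulean-labeled Runt domain protein. Amount: each fluorescent fusion protein 100 nM. Read-out basis: loss of energy transfer signal. Incubation: 1 h compound exposure, room temperature. Probe or stimulus: Venus-CBFb binding partner, 100 nM. Detection: FRET, excitation 422 nm, emission at 530 and 480 nm.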
FXIa inh – human FXIa protease inhibitors, primary screen, biochemical, 1536-well. hit rate 0.14% among 220,000. purified FXIa, Boc-Glu-Ala-Arg-AMC fluorogenic substrate. inhibition, % at 5 µM;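 active means inhibition of at least 40%; inactive means inhibition below 40%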;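 further: fluorescence of freed AMC excited at 355 nm; 0% = enzyme without compound and 100% = no enzyme blank; many of its hits are not listed in these tables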
Runt-SMMHC FRET – inhibitors of RUNX1 Runt–CBFb-SMMHC binding, primary screen, biochemical, FRET, Cerulean-Runt, Venus-CBFb-SMMHC, uHTS. hit rate 0.74% among 220,000. Cerulean-Runt/Venus-CBFb-SMMHC FRET ratio 530/480, 1 h. inhibition, % at 20 µM. Runt-related transcription factor 1 (Homo sapiens) + Core-binding factor subunit beta …;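 active means mean inhibition across duplicate retests at 20 µM reaching about 50%, limit read from the data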;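 further: 0% = DMSO wells and 100% = wells with excess untagged CBFb-SMMHC; inhibitors lower the FRET ratio by blocking Runt binding to CBFb-SMMHC; some results filed as inactive read as strong as hits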
thrombin 1536 – human alpha-thrombin inhibitors, primary screen, counter-screen for coagulation protease inhibitor project, biochemical, 1536-well, fluorogenic AMC substrate; hit rate 0.26% among 220,000; Prothrombin (Homo sapiens), P00734; inhibition, % at 5 µM; Boc-VPR-AMC fluorogenic substrate cleavage; AID 1046, 2008;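 active means inhibition at or above 40%; inactive means inhibition below 40%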;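 further: 0% = enzyme with no compound and 100% = wells without enzyme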
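Assay system: human alpha-thrombin enzyme. Reagent: Boc-VPR-AMC substrate, 15 µM final. Compound dosing: one concentration per compound, 5 µM, with 0.2% DMSO. Incubation: room-temperature reaction. Technique: AMC fluorescence, 355/460 nm. Measure: % inhibition relative to enzyme controls and enzyme-free blanks.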
The depositor's hits bear a star; . = not tested or not shown; [ ] = another dose, or the depositor's remark. No enrichment for hits; any-hit rate near 4.2%.

canonical_smiles,Hck Nef HTS,Wee1 degr inh,hK5 inh,FXIIa inh 1536,14-3-3 Bad inh,Runt-CBFb FRET,FXIa inh,Runt-SMMHC FRET,thrombin 1536
COc1ccc(OC(C)c2ccc(C#N)c(=O)[nH]2)cc1 (stereo not given),28,3,17,10,-23,4,1,0,1
COc1ccc(OC)c(NC(=O)COC(=O)Cc2ccc(Br)cc2)c1,6,-3,4,19,5,-5,9,0,7
Cc1cc(C)nc(SCc2csc(-c3ccccc3)n2)n1,1,5,-26,7,-3[fluorescence artefact?],-2,4,-3,-4
Cc1ccc(SC[C@H](Cc2ccccc2)N2CCN(C)CCC2=O)cc1,13,.,0,2,-7,0,11,18,-6
CC(=O)Nc1ccc(NC(=S)NC(=O)/C=C/c2ccccc2)cc1,24,-3,-4,2,-5,2,-4,-4,-4
C=CCN1C(=O)C(CC(=O)Nc2ccc(C)cc2)SC1=Nc1c(C)n(C)n(-c2ccccc2)c1=O (stereo not given),-2,-3,-4,9,-2,0,-6,0,0
COc1ccc(-c2csc(N3CCN(c4cc(C)nc5ccccc45)CC3)n2)cc1OC,0,-2,-4,3,0,0,-1,-3,-3
COC(=O)c1sccc1NC(=O)c1cnc2cc(C)nn2c1C,-5,3,3,12,-5,-1,-4,2,-3
CCOc1cccc(C=Nc2cc(C)cc(C)c2O)c1O,6,-2,-24,18,42,3,3,-14,-6
CCOCCCn1c(=NC(=O)c2cccnc2)c(C(=O)OCC)cc2c(=O)n3ccccc3nc21,32,1,-4,2,-11[fluorescence artefact?],65*,-5,42,-8
COc1ccc2cc(/C(C)=N/NC(=O)C3CC3)ccc2c1,25,7,0,7,-7,-1,-3,0,-1
Cc1onc(-c2ccccc2Cl)c1C(=O)Nc1nnc(-c2ccc(Br)cc2)s1,0,4,-16,14,-3,0,6,2,4
COc1ccc(Cn2c(O)c(/C=N/NC(=O)c3cccnc3)c3ccccc3c2=O)cc1,-12,-1,-29,-3,-46,21,-5,86*,1
COc1ccc(Cn2c(CCC(=O)Nc3ccc(CC#N)cc3)nc3cccnc32)cc1,1,0,5,10,13[fluorescence artefact?],0,-3,4,1
C=CCSc1nn2c(=O)c3ccccc3nc2s1,0,3,4,4,27,0,6,-6,2
COc1ccc(-n2c(Cn3c(=O)sc4ccccc43)nnc2SCC(=O)N2CCCCC2)cc1,1,-3,-6,10,5,2,0,-2,-6
CCOC(=O)c1sc(NC(=O)c2cc3c(s2)CCC(C)C3)nc1C (stereo not given),2,-5,1,7,-15,0,-1,1,-2
O=C1CC(NNc2nc3ccccc3s2)C(=O)N1c1ccccc1 (stereo not given),0,0,2,-4,-16,-1,-1,0,1
CC(=O)NC(=S)NNC(=O)COc1ccc([N+](=O)[O-])cc1,23,-1,-25,3,-17,7,-1,3,-8
c1cn(-c2ncnc3sc4c(c23)CCCC4)cn1,4,-2,-1,31,49,-2,21,-2,1
O=C(O)c1ccc(-n2c(-c3ccc(Br)cc3)n[nH]c2=S)cc1,-4,3,4,5,16[fluorescence artefact?],0,-26,26,-4
COc1ccc(NC(=S)Nc2ccc(S(N)(=O)=O)cc2)c(C)c1,6,1,.,8,-18,6,1,1,-1
Cc1cccc(CSCc2ccc(C(=O)NCC3CCCO3)o2)c1 (stereo not given),-14,-2,-2,10,-3,1,0,-2,5
O=C(/C=C\Nc1ccc2c(c1)OCO2)c1ccc2c(c1)OCO2,17,0,-3,5,-5,-12,-7,-96,-12
NC(=O)CC[C@@H]1NC(=O)[C@H](CO)NC(=O)c2cc([N+](=O)[O-])cc(I)c2OCC[C@@H](C(N)=O)NC1=O,-3,-3,-8,16,9,0,7,3,-6
Cc1ccc(C(=O)Nc2ccccc2OC(F)F)cc1,8,-2,-20,-3,-9,-1,-19,0,-5
Cc1ccc(C)n1-c1cccc(C(=O)Nc2ccccc2)c1,9,-2,4,9,1,5,3,-6,-1
COc1cccc(CC2(CO)CCCN(Cc3nc(-c4cccs4)oc3C)C2)c1 (stereo not given),25,-3,4,9,-5,0,0,4,0
COc1ccccc1CN1C(=O)C2CC=CCC2C1=O (stereo not given),-1,-1,-13,19,-8,0,5,2,2
NC(=O)CC(NC(=O)Cc1cccc2ccccc12)c1ccc(N2CCc3ccccc3C2)c([N+](=O)[O-])c1 (stereo not given),23,.,1,6,1,-5,-1,0,-4
CC(C1CC1)N(Cc1ccccc1)C(=S)Nc1ccccc1 (stereo not given),25,9.6*,2,11,-15,1,0,-1,-3
O=C(Nc1csnn1)c1csnn1,0,-3,-9,3,-4,1,-8,-5,-2
Cc1ccccc1NC(=S)NCCO,-4,0,-3,3,0,-1,-1,-8,-4
CC(OC(=O)/C=C/c1ccco1)C(=O)Nc1cccc([N+](=O)[O-])c1 (stereo not given),0,6,39,14,-1[fluorescence artefact?],2,10,-1,23
Cc1ccc(S(=O)(=O)NCCC(=O)Nc2nnc(C3CC3)s2)cc1C,-2,2,-20,5,2,0,-2,2,-14
Cc1cc(C(=O)OCC(=O)c2ccc3c(c2)OCCO3)c(C)o1,0,1,0,4,1[fluorescence artefact?],0,2,0,1
COc1ccc2c(CC(=O)OCC(=O)Nc3sc4c(c3C#N)CCC(C)C4)coc2c1 (stereo not given),0,-1,-30,10,2,0,4,-4,-5
CCCNC(=O)COC(=O)c1ccc(Cl)c(S(=O)(=O)N2CCCC2)c1,-24,1,-38,-6,-3,1,-5,1,-13
COc1ccc(NC(=O)c2ccc(S(=O)(=O)N(C)C)cc2)cc1OC,-2,0,-15,32,4,-4,9,3,3
O=C(Nc1ccc(F)cc1)Nc1ccccc1NS(=O)(=O)c1cccs1,2,2,-14,7,2,-1,-2,0,-16
COCCn1c(-c2ccc(OC(F)(F)C(F)C(F)(F)F)cc2)nc2c1c(=O)[nH]c(=O)n2CC(C)C (stereo not given),3,-1,-1,10,-5,-19,-2,-4,1
Cc1nn(CC(=O)NCCc2ccccc2)c(C)c1[N+](=O)[O-],1,0,-5,13,-1,0,3,3,0
NC(=O)CC(NC(=O)Cc1cccc2ccccc12)c1ccc(NCc2ccc(F)c(F)c2)c([N+](=O)[O-])c1 (stereo not given),21,.,0,5,2,-4,0,-5,0
CC(=O)OCC1=C(C(=O)O)N2C(=O)C(NC(=O)C(C)Cn3cc(Cl)cn3)C2SC1 (stereo not given),25,-1,-4,10,-8,-2,-3,2,-11
O=C(O)CC1S/C(=N/N=C/c2ccccn2)NC1=O (stereo not given),4,0,-17,3,-7,2,7,1,-3
O=C(C(=O)N1CCN(c2ccc(F)cc2)CC1)N1CCCCC1,2,3,1,.,2,3,0,0,-7
Cc1cc2ncn(/N=C/c3ccc([N+](=O)[O-])o3)c2cc1C,1,-1,17,2,-4,-13,-5,-14,-2
O=C(N/N=C1/CCS(=O)(=O)c2ccc(F)cc21)c1cccnc1,20,-3,-9,6,-20,0,4,-2,-2
COc1ccccc1NCc1nnc(SCC(=O)N/N=C/c2ccco2)n1-c1ccc(Cl)cc1Cl,-1,0,-12,13,2,-4,4,-3,1
COc1ccc(/C=N/NC(=O)c2nc(-c3ccccc3)cc(-c3ccccc3)n2)cc1,0,-2,-3,4,9,-4,-6,1,-4

Going on with the list:
canonical_smiles,Hck Nef HTS,Wee1 degr inh,hK5 inh,FXIIa inh 1536,14-3-3 Bad inh,Runt-CBFb FRET,FXIa inh,Runt-SMMHC FRET,thrombin 1536
CCOC(=O)c1c(C(=O)OCC)c(C)n(Cc2cc(OC)c(OC)c(OC)c2)c1C,-3,-2,-15,9,2[fluorescence artefact?],-1,-5,-3,-5
Cc1ccc(S(=O)(=O)NC(=O)COc2ccccc2C)cc1,10,0,-3,5,15[fluorescence artefact?],1,4,4,0
Cc1cccc(NC(NC(=O)c2ccccn2)C(Cl)(Cl)Cl)c1 (stereo not given),7,0,-11,7,8[fluorescence artefact?],1,4,-3,-4
CC[N+](C)(C)CCN(Cc1ccc(Cl)cc1)c1ccccn1,2,-2,-13,11,-2,-1,0,1,4
CCOc1ccc(NC(=O)Cn2c(=O)n(CC3CCCO3)c(=O)c3ccccc32)cc1 (stereo not given),18,2,-1,6,-20,-6,5,0,-9
Cc1ccc(S(=O)(=O)N2CCOCC2)cc1NC(=O)CNC1CCCC1,6,-1,-1,3,22,-1,2,-4,-2
COc1cc2[nH]c3c(Cl)ncnc3c2cc1OC,9,4,5,11,-1,-1,3,0,2
O=C(CC1Sc2ccccc2NC1=O)NCc1cccc(Cl)c1 (stereo not given),23,0,4,7,-17,-1,4,-1,-1
CN(C)c1ccc(N2C(=O)CC(Nc3ccc(N4CCOCC4)cc3)C2=O)cc1 (stereo not given),-5,2,-6,22,-16[fluorescence artefact?],0,11,3,3
C=C(C)CN1CCN(c2c(CCC#N)c(C)c(C#N)c3nc4ccccc4n23)CC1,-2,3,-5,12,-2[fluorescence artefact?],-32,2,-66,3
NS(=O)(=O)c1ccc(CCNC(=O)c2ccc(C#CC3(O)CCCCC3)cc2)cc1,30,-2,3,6,-5,3,-2,-1,-9
Cc1cccn2c(=O)c(/C=C3\SC(=S)NC3=O)c(NCCCN3CCOCC3)nc12,-12,-3,2,8,-12,26,12,-67,4
CCOc1ccc(/C=C2\SC(=S)N(CCC(=O)O)C2=O)cc1,-8,-5,2,10,-1,-2,3,-2,0
Cc1[nH]n(-c2ccccc2)c(=O)c1/C=N/N1C(=O)c2ccc3c4c(ccc(c24)C1=O)CC3,10,3,-84,6,-12,1,9,-2,2
COc1ccc(C2SCC(C(=O)O)N2C(C)=O)cc1OC (stereo not given),19,-1,-3,15,-3,2,0,-1,2
Cn1cnnc1SCC(=O)Nc1ccccc1Sc1ccccc1,.,.,-11,9,7,2,3,4,-6
